Compound activity: PubChem BioAssay, several laboratories
Anthrax LF prot = Bacillus anthracis LF protease inhibitors, primary screen, biochemical, multiplex microsphere, MLPCN library; multiplex microsphere protease cleavage assay; actives 0.12% (n = 360,000); Lethal factor (Bacillus anthracis), P15917; inhibition, % at 10 µM; in the data active = inhibition above about 30%; inconclusive = no clear call, values can overlap the other calls; note: plate controls were buffer without enzyme for full effect and enzyme alone for no effect
Target sequence (P15917 whole entry, looked up): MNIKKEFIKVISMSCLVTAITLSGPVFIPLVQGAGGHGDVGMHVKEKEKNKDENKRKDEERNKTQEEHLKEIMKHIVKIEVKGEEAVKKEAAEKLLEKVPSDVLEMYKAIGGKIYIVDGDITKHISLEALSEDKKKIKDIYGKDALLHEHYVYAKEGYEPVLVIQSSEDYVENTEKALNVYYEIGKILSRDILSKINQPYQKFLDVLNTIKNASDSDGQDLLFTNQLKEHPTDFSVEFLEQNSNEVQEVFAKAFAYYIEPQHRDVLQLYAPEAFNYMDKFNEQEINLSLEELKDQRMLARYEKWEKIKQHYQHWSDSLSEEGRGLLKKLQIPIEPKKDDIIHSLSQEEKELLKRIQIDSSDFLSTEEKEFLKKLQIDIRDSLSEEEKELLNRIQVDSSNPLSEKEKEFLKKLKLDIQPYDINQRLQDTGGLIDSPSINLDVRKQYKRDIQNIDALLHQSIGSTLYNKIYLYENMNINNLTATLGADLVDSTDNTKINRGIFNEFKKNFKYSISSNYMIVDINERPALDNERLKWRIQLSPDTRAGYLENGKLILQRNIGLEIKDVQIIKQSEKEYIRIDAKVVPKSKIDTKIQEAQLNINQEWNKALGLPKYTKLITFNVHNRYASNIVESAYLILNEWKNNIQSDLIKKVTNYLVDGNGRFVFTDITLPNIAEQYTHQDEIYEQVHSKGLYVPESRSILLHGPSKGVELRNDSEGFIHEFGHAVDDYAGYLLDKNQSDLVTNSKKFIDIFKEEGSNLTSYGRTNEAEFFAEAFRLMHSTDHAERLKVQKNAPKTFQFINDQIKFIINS
DUSP3 inh = VHR1 phosphatase inhibitors, primary screen, biochemical, absorbance, uHTS; recombinant VHR phosphatase, pNPP absorbance; inhibition, % at 13.3 µM; actives 0.52% (n = 290,000); AID 1654, 2009; in the data active = inhibition above about 50%; note: some compounds called inactive have numbers as strong as hits
Target sequence (P51452 whole entry, looked up): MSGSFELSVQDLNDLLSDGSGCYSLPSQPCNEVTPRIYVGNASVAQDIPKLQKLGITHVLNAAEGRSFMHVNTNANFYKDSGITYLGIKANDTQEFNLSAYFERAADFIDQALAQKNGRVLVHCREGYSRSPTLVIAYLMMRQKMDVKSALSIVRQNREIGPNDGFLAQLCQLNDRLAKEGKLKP
SARS 3CLpro inh = SARS-CoV 3CLpro protease inhibitors, primary screen, biochemical, quenched FRET. inhibition, % at 6 µM. Replicase polyprotein 1ab (Severe acute respiratory syndrome coronavirus), P0C6X7. recombinant SARS-CoV 3CLpro, quenched FRET peptide cleavage. actives 0.14% (n = 290,000); in the data active = inhibition above about 12%
MazEF act = activators of E. coli MazEF toxin-antitoxin RNase, primary screen, biochemical, fluorescence, uHTS; Endoribonuclease toxin MazF (Escherichia coli (strain K12)), P0AE70; FAM/BHQ RNA-DNA oligo cleavage fluorescence, 5 h; activation, % at 20 µM; actives 0.32% (n = 350,000); AID 504720, 2011; in the data active = activation above about 50%
PfHsp40 rescue = rescue of yeast from PfHsp40 toxicity, primary screen, S. cerevisiae, ATP luminescence; S. cerevisiae expressing PfHsp40, growth rescue; growth rescue, % at 12.5 µM; actives 0.68% (n = 340,000); AID 504582, 2011; in the data active = growth rescue above about 28%, passing the limit was not always enough; inconclusive = no clear call, values can overlap the other calls;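 note: yeast W303a lacking pdr1 and pdr3 grown in galactose medium; growth measured after three days at 30 °C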
Y pestis TopoI = Yersinia pestis topoisomerase I inhibitors, primary screen, biochemical, cleavage product accumulation, plate reader, single point; Y. pestis Topo-I cleavage product accumulation; actives 0.064% (n = 360,000); DNA topoisomerase I (Yersinia pestis CO92); activity, % at 10 µM; in the data active = activity above about 50%, passing the limit was not always enough; inconclusive = no clear call, values can overlap the other calls; note: inactives centre near 2
Vc quorum ag = inducers of Vibrio cholerae quorum light production without autoinducers, primary screen, BH1578 luxS cqsA deficient, single point | V. cholerae BH1578 lux reporter, luminescence, 6 h | activation, % at 18.7 µM | actives 0.16% (n = 350,000) | AID 588436, 2011; in the data active = activation mostly above about 9.7%, no sharp cut-off; inconclusive = no clear call, values can overlap the other calls; inactive = mostly below about 3.7%; note: not every result past the cut was called active; inactives centre near 0; reference of the scale not given here
PriA SSB inh = inhibitors of Klebsiella pneumoniae PriA binding to SSB C-terminal tail, primary screen, biochemical, AlphaScreen; actives 0.6% (n = 430,000); PriA–SSB C-terminal tail interaction (Klebsiella pneumoniae); AlphaScreen SSBct-PriA binding, biotinylated peptide; AID 1272365, 2023; inhibition, % at 33 µM; in the data active = inhibition mostly above about 37%, no sharp cut-off; inactive = mostly below about 20%;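 note: plate controls were negative control peptide for no effect and reference peptide for full effect; strong numbers were not always called active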
Rv3671c protease = Rv3671c serine protease inhibitors, primary screen, biochemical, fluorescence polarization, M. tuberculosis H37Rv; inhibition, % at 5.96 µM; AID 2606, 2010; P9WHR9; actives 0.048% (n = 320,000); in the data active = inhibition above about 38%;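 note: extracellular domain of Rv3671c used as enzyme; 0% = enzyme with DMSO and 100% = no enzyme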
TcdB inh = TcdB glycohydrolase inhibitors, primary screen, biochemical, single point, plate reader; Toxin B (Clostridioides difficile), P18177; TcdB glycohydrolase enzymatic assay; inhibition, % at 9.99 µM; actives 0.24% (n = 350,000); in the data active = inhibition above about 10%
* hit, by the source's call; i = inactive; u = inconclusive; x = no result given.

The line under a structure holds: Rv3671c protease	SARS 3CLpro inh	Vc quorum ag	Y pestis TopoI	PriA SSB inh	TcdB inh	PfHsp40 rescue	DUSP3 inh	MazEF act	Anthrax LF prot
CCOc1cc(/C=N/NC(N)=O)ccc1OCC(=O)Nc1ccc(C)c(C)c1
  4.7	3.9	-0.4	9.1	x	0.4	-0.1	-0.1	-2.3	-0.4
O=C(NCCCn1ccnc1)c1cccnc1
  -4.4	-0.1	i	2.2	-11.0	x	-1.1	26.8	5.2	1.5
CC(C)Sc1nnc(-c2ccc(S(=O)(=O)N3CCOCC3)cc2)n1C
  -5.2	6.9	-0.5	8.6	-1.5	1.1	-0.7	1.9	6.3	10.7
CCC(=O)N1c2ccccc2NC2=C(C(=O)CCC2)C1c1ccc(N(C)C)cc1 (stereo unspecified)
  5.3	-1.0	i	4.3	3.8	x	0.8	-2.4	3.2	2.8
CCOC(=O)c1cc(-c2ccccc2)sc1NC(=O)C(C)Sc1nnc(C)s1 (stereo unspecified)
  -16.1	-1.3	i	42.7	-1.5	1.3	1.3	-11.2	-4.7	-0.3
COC(=O)c1c(-c2cc(OC)cc(OC)c2)sc2ccc(OC)cc12
  -4.0	x	-0.6	42.4	-7.4	-2.1	0.0	x	-3.3	-2.4
CC(C)NC(=O)CN1C(=O)NC(CCc2ccccc2)C1=O (stereo unspecified)
  0.9	-5.9	i	2.9	4.5	x	-2.7	7.1	1.5	-3.8
Cc1cc(C)c(C)c(C(=O)COC(=O)CNC(=O)CNC(=O)c2ccco2)c1C
  -8.2	1.6	-0.3	1.2	-0.2	0.0	1.1	14.4	-3.9	-0.7
CC(C)C(OC(=O)c1nsc(Cl)c1Cl)C(=O)NCc1ccc2c(c1)OCO2 (stereo unspecified)
  -5.5	2.8	i	4.6	5.0	x	0.5	26.1	-2.0	-6.8
COc1ccc(C(=O)N2CCC(C(=O)c3c(C)cc(C)cc3C)CC2)cc1
  -0.5	-0.1	-0.4	31.0	-3.7	0.3	0.7	22.4	2.7	-12.3
CCCCn1c(=O)c(C(=O)c2ccccc2)nc2ccccc21
  -5.6	0.5	-2.0	1.0	-2.5	x	1.2	7.1	-3.8	-1.2
Cc1ccc(S(=O)(=O)NC2CCCc3ccccc32)cc1C (stereo unspecified)
  -2.6	10.3	-1.5	13.9	-14.8	x	0.0	0.0	0.9	1.3
COCCn1c(SCC(=O)Nc2c(C)n(C)n(-c3ccccc3)c2=O)nnc1-c1ccncc1
  -4.7	x	i	4.1	-16.8	3.4	0.8	x	1.3	-8.7
CCOc1ccc(Nc2cc(=O)n(C)c(=O)n2C)cc1
  1.9	0.6	1.1	0.0	-3.2	x	-2.0	7.6	2.2	x
O=C(NCCCN1CCCC1=O)c1cccc(S(=O)(=O)N2CCCCC2)c1
  -9.2	x	-1.6	1.3	2.3	1.4	-0.8	x	-0.5	-0.5
c1ccc(CN2CCN(c3nc4ccccc4c4ccccc34)CC2)cc1
  2.6	-9.5	-16.7	35.0	-1.1	x	0.9	11.6	-8.8	-3.6
CCOCCOc1nc2c(c(=O)n(C)c(=O)n2C)n1CCc1ccccc1
  1.7	4.6	i	0.6	-5.7	x	1.7	-31.6	0.9	0.6
Cc1cccc(C)c1OCCOC(=O)c1ccc(S(=O)(=O)N2CCCC2)cc1
  x	x	-0.5	29.1	x	-0.9	x	x	3.6	-1.8
Cc1ccc(OCCCCn2ccnc2C)c(C)c1
  3.2	0.9	4.2	-5.5	-3.3	2.0	0.1	17.5	4.3	-7.4
CC=C(CC)C1(CCC)C(=O)NC(=S)NC1=O
  x	x	i	1.8	-24.9	1.2	-0.5	x	2.5	-2.1

The line under a structure holds: Rv3671c protease	SARS 3CLpro inh	Vc quorum ag	Y pestis TopoI	PriA SSB inh	TcdB inh	PfHsp40 rescue	DUSP3 inh	MazEF act	Anthrax LF prot
CC(=O)N(c1ccccc1C)C1CCCC1
  5.8	-2.0	-0.5	1.2	-5.1	0.1	0.7	-7.4	-0.5	-1.3
CC(C)(C)c1ccc(C(=O)NCCC(=O)N2CCN(c3ncccn3)CC2)cc1
  -2.0	0.3	i	13.2	-12.2	x	1.5	14.6	-7.3	1.1
Cc1nn(-c2ccccc2)c(-n2cccc2)c1C(=O)O
  -17.9	-2.6	-0.2	-0.1	-3.8	x	-0.9	37.2	-1.0	4.2
O=C(Oc1ccc2c(=O)c(Oc3ccc4ccccc4c3)coc2c1)c1ccco1
  -3.4	6.0	-0.3	24.3	-15.2	x	0.0	6.4	-2.9	2.1
C=CCC(O)(CC=C)C(C)N (stereo unspecified)
  2.2	2.4	-1.5	-10.1	-2.2	0.0	-1.1	7.8	7.9	0.8
COc1ccc(NC(=O)C2CCCN2C(=O)Nc2ccccc2)cc1OC (stereo unspecified)
  1.3	1.1	i	-3.7	5.5	x	-1.0	39.7	3.6	1.4
CN(NC(=O)/C=C/C(=O)O)c1ncc(C(F)(F)F)cc1Cl
  -18.9	6.2	-0.5	-3.4	-10.2	1.1	0.2	1.1	-4.8	-0.4
Cc1cccc(NC(=O)CSc2nnc(NC(=O)c3ccc(S(=O)(=O)N4CCOCC4)cc3)s2)c1C
  11.9	4.6	x	x	x	-0.1	x	2.6	x	x
CCN1C(=O)[C@H]2[C@@H](c3ccc(OC)cc3)N[C@]3(CCCN(Cc4ccco4)C3=O)[C@H]2C1=O
  x	x	-2.1	-1.4	x	-0.3	x	x	-5.7	2.6
Cc1cccc(Cn2c(SCCN3CCCCC3)nc3c2c(=O)[nH]c(=O)n3C)c1
  1.5	x	-0.6	8.8	2.3	-0.7	-0.7	-1.2	6.2	-11.1
O=S(=O)(Nc1cccc(-c2cn3c(n2)SCC3)c1)c1ccc(F)cc1F
  2.0	0.6	-0.2	7.4	15.7	2.3	-0.1	-17.2	4.5	0.0
COc1ccc(-c2cc(=O)[nH]c(NCc3ccccc3)n2)cc1
  -6.9	-3.1	-1.4	16.3	0.5	x	-2.1	17.2	2.2	5.1
O=C(Nc1ccc2c(c1)OCO2)C1Cc2c(-c3cccnc3)ccnc2O1 (stereo unspecified)
  x	x	-0.4	4.0	x	-6.1	x	x	x	-9.7
C=CCNC(=S)N/N=C/c1ccccc1OCCOc1ccccc1
  7.4	2.0	i	12.5	x	1.0	-1.4	16.0	13.3	-3.8
CCOc1ccc2[nH]c3c(N4CCC5(CC4)OCCO5)ncnc3c2c1
  -1.4	-3.3	x	x	-7.0	2.6	x	12.0	7.0	x
O=C(NNC(=O)C1CC(c2cccnc2)=NO1)Nc1ccccc1F (stereo unspecified)
  3.2	-0.6	-0.1	10.9	-5.2	2.9	-0.8	7.8	1.2	-2.5
CC1(C)CC(=O)C2=C(C1)c1c(ccc3ccccc13)NC2c1ccc(C(=O)O)cc1 (stereo unspecified)
  -1.1	1.1	-1.1	6.2	-4.3	0.5	2.1	-9.1	-3.5	-9.1
COc1ccc(-c2nnn(CC(=O)Nc3ccc4c(c3)OCCO4)n2)cc1OC
  0.6	x	i	4.3	0.5	x	-0.7	x	-5.6	4.3
O=C(Cc1ccc(Br)cc1)N1CCN(C(=O)c2ccco2)CC1
  6.3	-0.3	2.2	3.3	-10.7	0.3	1.4	26.0	11.6	4.4
COc1cccc(NC(=O)N2CCCC2C(=O)Nc2ccc3c(c2)OCCO3)c1 (stereo unspecified)
  -1.6	-2.0	-5.5	8.2	0.6	1.3	-0.6	11.9	1.4	-5.9

The line under a structure holds: Rv3671c protease	SARS 3CLpro inh	Vc quorum ag	Y pestis TopoI	PriA SSB inh	TcdB inh	PfHsp40 rescue	DUSP3 inh	MazEF act	Anthrax LF prot
COC(=O)COc1ccc(NC(=O)c2ccco2)cc1
  -2.5	5.4	i	-8.1	-6.8	0.3	-0.9	6.2	6.5	4.4
CCCCn1ccc(=O)c2c(C(F)(F)F)nccc21
  0.7	3.9	-0.7	-4.6	4.9	x	0.3	14.3	6.0	-7.7
Cc1cccc(NC(=O)CSc2nnc(-c3ccccc3C)o2)c1
  x	0.7	-2.4	12.4	-3.0	x	1.3	-22.6	18.5	-4.4
COC(=O)[C@@]1(Cc2ccc(OC)cc2)[C@H]2c3cc(C(=O)N4CCCC4)n(CCSCCO)c3C[C@H]2CN1C(=O)c1ccccc1
  -5.8	-0.8	x	x	8.3	x	x	24.0	4.2	x
CCCCSc1nnc(-c2ccccc2NC(C)=O)c(=O)[nH]1
  -0.8	7.0	i	-6.4	-12.9	-0.3	-0.7	22.0	-3.0	-0.9
Cn1c(O)c(N=NC(=O)Cn2c(C(F)(F)F)nc3ccccc32)c2ccccc21
  8.4	-0.9	-0.2	0.6	-12.8	-0.3	0.3	1.3	2.3	0.2
CCc1ccccc1NC(=O)CN1CCN(CC(=O)NCc2ccc(Cl)cc2)CC1
  -0.2	x	-0.9	15.8	2.8	13.6*	-0.8	x	4.6	-7.0
CCC(=O)Nc1cccc(C(=O)N(Cc2ccccc2)Cc2ccccc2)c1
  x	-0.6	i	24.8	0.1	-1.5	0.6	-8.4	6.4	2.9
Cc1cc(CN(C)Cc2c(C(=O)N3CCCCCCC3)nc3ccc(Cl)cn23)n[nH]1
  6.1	0.4	3.0	11.7	-3.6	0.6	0.0	17.4	-3.3	1.8
Cc1ccc(O)c(C(=O)c2cnc(/N=C(\N)N(C)C)nc2)c1
  -11.8	3.8	-0.3	-2.3	x	-0.4	-0.4	21.1	2.3	0.9
Cc1ccc(C)c(-n2[nH]c3c4c(ccc3c2=O)C(=O)c2ccccc2C4=O)c1
  6.2	2.3	-0.7	-5.9	-4.7	x	1.1	-1.6	-0.9	-4.8
COc1ccc2nc(Nc3nc(-c4ccncc4)cs3)sc2c1
  -3.9	5.2	i	-11.4	8.2	0.4	0.5	14.0	-20.6	-2.7
CSc1ncccc1C(=O)N1CCN(S(=O)(=O)c2ccc3ccccc3c2)CC1
  -2.9	x	-0.3	28.0	3.0	0.9	1.2	x	3.4	x
CC(=O)c1cccc(-c2ccnc3c2CC(C(=O)Nc2cccc(N(C)C)c2)O3)c1 (stereo unspecified)
  x	x	0.8	12.9	x	0.6	x	x	x	-0.9
CSC(=NNC(=O)c1ccc(O)cc1)SC
  -0.9	3.7	4.0	4.9	-10.0	x	1.3	17.5	-0.2	-0.7
Cn1cccc1/C=N/N1CCN(c2ccccc2)CC1
  -11.4	1.5	0.7	-0.4	x	0.2	0.2	14.5	8.9	4.3
CC1Sc2ccc(C(=O)N3CCCC(C(F)(F)F)C3)cc2NC1=O (stereo unspecified)
  1.1	x	-0.3	-10.1	-4.6	0.4	0.3	x	0.9	x
COc1ccc(N2CCN(C(=N)/C(C(C)=O)=C(\C)O)CC2)cc1
  8.5	2.2	-0.3	5.1	x	x	-1.7	25.5	6.1	u
CSc1ccc(-c2nc(CN(C)C3CCOC3)c(C)o2)cc1 (stereo unspecified)
  -7.3	-2.8	i	-7.0	3.9	0.8	-0.3	21.9	5.3	0.1

Not all compounds are listed; rates above refer to the full screens.
